Assay outcomes deposited in PubChem BioAssay by Johns Hopkins Ion Channel Center.
Kir21 inh: inhibitors of mouse Kir2.1 inward-rectifier potassium channel; Inward rectifier potassium channel 2 (Mus musculus), P35561; HEK293-Kir2.1, FluxOR thallium flux fluorescence; stronger effect = lower value; B-score at 10 µM; 310,000 tested, 0.85% active;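 active = fluorescence ratio B-score at or below minus 3 SD of library scores, with starting-brightness B-score within 2 SD, cut at about -4.2 in these data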;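 note: channel flux triggered by added potassium and thallium sulfate stimulus; B-score of peak minus minimum fluorescence over baseline after thallium stimulus; more negative B-score means stronger Kir2.1 block with less thallium influx; some compounds called inactive have numbers as strong as hits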
KCNQ2 block: KCNQ2 potassium channel inhibitors, primary screen, cell-based, CHO-K1, FluxOR thallium flux, B-score (AID 2156); 20 min; stronger effect = lower value; 310,000 tested, 1.1% active; Potassium voltage-gated channel subfamily KQT member 2 (Rattus norvegicus), O88943; B-score at 10 µM;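 active = fluorescence ratio B-score at most minus 3 library SDs, with starting brightness B-score within 2 library SDs, cut at about -5.5 in these data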
Target sequence (O88943 whole entry, looked up): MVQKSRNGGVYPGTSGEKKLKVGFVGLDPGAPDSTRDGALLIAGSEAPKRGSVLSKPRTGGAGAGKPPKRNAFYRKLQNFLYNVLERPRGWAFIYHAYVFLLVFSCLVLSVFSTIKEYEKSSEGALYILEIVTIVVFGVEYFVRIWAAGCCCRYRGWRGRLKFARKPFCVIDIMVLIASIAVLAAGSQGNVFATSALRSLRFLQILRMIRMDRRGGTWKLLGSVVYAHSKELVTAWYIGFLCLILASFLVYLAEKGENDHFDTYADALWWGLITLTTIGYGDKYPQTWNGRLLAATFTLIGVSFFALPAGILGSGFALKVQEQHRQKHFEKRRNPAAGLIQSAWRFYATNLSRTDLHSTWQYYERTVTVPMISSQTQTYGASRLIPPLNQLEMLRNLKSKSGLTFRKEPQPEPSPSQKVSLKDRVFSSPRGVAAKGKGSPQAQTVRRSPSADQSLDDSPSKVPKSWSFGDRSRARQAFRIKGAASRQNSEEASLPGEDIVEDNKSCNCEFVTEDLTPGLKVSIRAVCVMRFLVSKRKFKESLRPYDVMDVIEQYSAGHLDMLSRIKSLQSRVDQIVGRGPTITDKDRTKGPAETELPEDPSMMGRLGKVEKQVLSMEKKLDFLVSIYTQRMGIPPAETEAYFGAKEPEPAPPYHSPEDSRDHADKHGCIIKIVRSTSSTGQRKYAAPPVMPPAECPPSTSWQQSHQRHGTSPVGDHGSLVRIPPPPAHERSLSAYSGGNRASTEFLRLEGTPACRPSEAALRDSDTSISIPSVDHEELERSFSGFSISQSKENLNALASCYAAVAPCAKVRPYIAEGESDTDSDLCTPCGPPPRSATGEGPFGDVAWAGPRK
* hit, by the source's call; i = inactive.

KCNQ2 block	Kir21 inh	SMILES
i	0.51	CCN(CC)CCNC(=O)CCn1c(=S)[nH]c2cc3c(cc2c1=O)OCO3
i	1.4	CS(=O)(=O)NN1C(=O)c2ccccc2NC1c1ccccc1F (stereo unspecified)
i	-0.61	CCOC(=O)C(C(=O)OCC)C(C#N)c1ccccc1 (stereo unspecified)
i	0.32	COc1ccc(C(=O)N2N=C(c3cccc(NS(C)(=O)=O)c3)CC2c2cccs2)cc1 (stereo unspecified)
i	1.8	O=C(Nc1cccc(S(=O)(=O)NC2=NCCC2)c1)c1cc(-c2ccccn2)nc2ccccc12
i	2.3	COc1cc2c(C(=O)N3CCCc4ccccc43)cn(C)c(=O)c2cc1OC
i	0.18	COc1ccc(N2CCN(C3CCN(S(=O)(=O)c4ccc(F)cc4)CC3)CC2)cc1
i	0.7	COC(=O)c1ccccc1NC(=O)N1CCN(C(=O)c2ccco2)CC1
i	-0.34	COc1ccccc1Nc1nc(N)nc(CSCCO)n1
i	-2.1	N#CCC(=O)Nc1ccc(C(=O)Nc2cccc(S(N)(=O)=O)c2)cc1

Brought forward from above: 6 compounds; new compounds follow.
KCNQ2 block	Kir21 inh	SMILES
i	1.8	O=C(Nc1cccc(S(=O)(=O)NC2=NCCC2)c1)c1cc(-c2ccccn2)nc2ccccc12
i	2.3	COc1cc2c(C(=O)N3CCCc4ccccc43)cn(C)c(=O)c2cc1OC
i	0.18	COc1ccc(N2CCN(C3CCN(S(=O)(=O)c4ccc(F)cc4)CC3)CC2)cc1
i	0.7	COC(=O)c1ccccc1NC(=O)N1CCN(C(=O)c2ccco2)CC1
i	-0.34	COc1ccccc1Nc1nc(N)nc(CSCCO)n1
i	-2.1	N#CCC(=O)Nc1ccc(C(=O)Nc2cccc(S(N)(=O)=O)c2)cc1
i	-0.8	CCN(CC)S(=O)(=O)c1ccc(NC2c3ccccc3C(=O)N2Cc2ccco2)cc1 (stereo unspecified)
i	-0.81	COc1ccc(N2C(=O)c3ccccc3NC23C(=O)N(C)c2ccccc23)cc1 (stereo unspecified)
i	-1	Cc1cc(-n2cnnn2)ccc1C(C)C
i	-1.5	O=C(/C=C/c1ccoc1)c1ccccc1O
i	-0.6	O=C(COC(=O)c1cncc(Br)c1)Nc1ccc2c(c1)OCO2
i	0.95	CCN1CCN(c2ccc(S(=O)(=O)N3CCCCC3)cc2NC(=O)c2cccc(NC(C)=O)c2)CC1
i	-2.9	COc1ccc(CNC(=O)c2cc3c(s2)CN(Cc2ccccc2)C3)cc1
i	-1.5	CCCCN(CCCC)C(=O)c1ccccc1NC(=O)CN1C(=O)c2ccccc2C1=O
i	-0.55	O=C(C[n+]1cc(-c2ccccc2)n2c1CCC2)Nc1nc(-c2ccccc2)cs1
i	-1.8	Cc1cccc(CN(C)CCc2ccccn2)c1

KCNQ2 block	Kir21 inh	SMILES
i	1.1	CCC(=O)c1ccc(Oc2nc3c(c(=O)n(C)c(=O)n3C)n2CC)cc1
i	1.3	CCN(CC)S(=O)(=O)c1cc(C(=O)Nc2cc(C)[nH]n2)ccc1Cl
i	0.02	O=C(CCc1ccc(Oc2cc([N+](=O)[O-])cc([N+](=O)[O-])c2)cc1)N1CCCCCC1
i	-0.56	COc1ccc(NC(=O)CCN2CCCCCC2)c(OC)c1
i	0.55	O=C(O)CCNc1cc2ccccc2cc1C(=O)O
i	0.19	CCOc1cc(N2CCOCC2)c(OCC)cc1NC(=O)Cc1cccc2ccccc12
i	-0.56	CCOc1cc(NC(=S)NCC2CCCO2)c(OCC)cc1NC(=O)c1cccc(C)c1 (stereo unspecified)
i	1.2	CCOc1ccc(S(=O)(=O)NC2CC2)cc1C(N)=O
i	-1.6	CCc1ccc(N=C2N=C(N)c3ccccc32)cc1
i	-1.2	O=C(Nc1ccccc1)N(Cc1cccs1)C1CCCC1

KCNQ2 block	Kir21 inh	SMILES
i	0.08	CCOC(=O)c1ccc(NC(=O)CSc2ccc(-c3cccnc3)nn2)cc1
i	0.94	Cc1ccc(/C=C(\NC(=O)c2ccccc2)C(=O)NC(Cc2ccccc2)C(=O)O)cc1 (stereo unspecified)
i	-0.06	Cn1c(N)c(C(=O)COC(=O)c2cccs2)c(=O)n(C)c1=O
i	-0.62	CCOC(=O)C1CCN(c2c(NCCN(CC)c3ccccc3)c(=O)c2=O)CC1
i	-0.36	CCn1c(SCC(=O)Nc2ccc(N(C)C)cc2)nnc1-c1cccc(C)c1
i	-2	COc1ccc(C(CNS(=O)(=O)c2ccc(F)cc2)N2CCN(C)CC2)cc1 (stereo unspecified)
i	-1.2	CC1O[C@@H](O[C@H](C)CC[C@@H](C)O)C(O)C[C@H]1O (stereo partly specified)
i	-0.38	O=C(NC(=S)N1CCN(C/C=C/c2ccccc2)CC1)c1cccnc1
i	0.54	CC1=CCC2C(=O)N(c3ccc(Br)cc3C)C(=O)C2C1 (stereo unspecified)
i	0.24	CCOc1cc(/C=N/NC(=O)COc2nc(C)cc(COC)c2C#N)ccc1O

KCNQ2 block	Kir21 inh	SMILES
i	-0.12	CCOC(=O)NN1C(=O)c2ccccc2NC1c1ccc(OC)c(OC)c1 (stereo unspecified)
i	-1.6	CC(C(=O)Nc1ccc2c(c1)OCO2)N(c1ccc(Cl)cc1)S(C)(=O)=O (stereo unspecified)
i	0.15	COc1ccc(N2CCC(CNS(=O)(=O)c3cccc(C(F)(F)F)c3)C2)cc1 (stereo unspecified)
i	-1.8	Cc1cccc(NC(=O)c2cc(S(=O)(=O)N3CCCC3)cn2C)c1
i	-1.8	CC(=O)N1c2ccc(S(=O)(=O)N3CCC(C(=O)Nc4cccc(C)c4C)CC3)cc2CC1C (stereo unspecified)
i	1.3	CCCN(CCC)C(=O)c1cc(S(=O)(=O)N2CCCCC2)c[nH]1
i	-0.03	O=C(c1ccncc1)c1ccc(N2CCN(C3CC(=O)N(Cc4cccs4)C3=O)CC2)cc1 (stereo unspecified)
i	0.6	CN1C(=O)C(CC(=O)NC2CCCCC2)N(C)C1=O (stereo unspecified)
i	-0.46	CCOC(=O)c1c(/N=C/N(C)C)sc(C=O)c1-c1ccccc1
i	0.23	Cc1c(Cl)c([N+](=O)[O-])nn1Cc1ccc(C(=O)Nc2ccc(Cl)cn2)o1

KCNQ2 block	Kir21 inh	SMILES
i	0.26	C/C(=N\OCC(=O)NC(C)C)c1cccs1
i	0.39	Cc1ccccc1C(=O)N(C)Cc1ccccc1
i	0.49	O=C(CSc1nnc(Nc2ccccc2)s1)NCCN1C(=O)CSC1=O
i	-1	Cc1ccc(S(=O)(=O)NCC(c2ccccc2)N2CCN(CCC#N)CC2)cc1 (stereo unspecified)
i	-0.05	CC12CCC(C(=O)N(NC(=O)c3ccccc3Cl)C1=O)C2(C)C (stereo unspecified)
i	-1.9	CC(=O)Nc1ccc(Br)c(Cl)c1
i	-0.02	CCN(CC)S(=O)(=O)c1ccc(S(=O)(=O)Nc2c(C)nn(C)c2C)cc1
i	0.01	CCCCOC(=O)Cn1c(=O)c2c(nc3n2CCCCN3c2ccc(C)cc2)n(C)c1=O
i	0.1	CC(=O)N1CCN(C(=O)c2cccc(S(=O)(=O)Nc3ccc(C)cc3)c2)CC1
i	-0.47	CC(C)(C)NCc1ccc(OCc2cccs2)cc1

Structural class, the entries above with an aryl thioether with sulfur outside any ring.
KCNQ2 block	Kir21 inh	SMILES
i	0.08	CCOC(=O)c1ccc(NC(=O)CSc2ccc(-c3cccnc3)nn2)cc1
i	-0.36	CCn1c(SCC(=O)Nc2ccc(N(C)C)cc2)nnc1-c1cccc(C)c1
i	0.49	O=C(CSc1nnc(Nc2ccccc2)s1)NCCN1C(=O)CSC1=O

(continued)
KCNQ2 block	Kir21 inh	SMILES
i	1.4	Cc1occc1C(=O)NC1CCCCCC1
i	0.01	CCOC(=O)N1CCN(c2c(NCCCN(C)c3ccccc3)c(=O)c2=O)CC1
i	-0.09	O=C(O)c1ccc(CN(c2ccccc2)S(=O)(=O)c2ccccc2)cc1
i	0.06	O=C(NCc1ccco1)c1ccc2c(c1)OCCO2
i	1.3	C(=N\c1nc2ccccc2n1CCN1CCCCC1)/c1cccs1
i	0.37	CC1CCN(S(=O)(=O)c2ccc(S(=O)(=O)N3CCCC3)cc2)CC1
i	0.61	CC(=O)c1cccc(OCC(O)CNCC2CCCCC2)c1 (stereo unspecified)
i	0.07	O=C(Nc1ccccc1)C1CCN(c2nccs2)CC1
i	0.57	O=C(COC(=O)c1ccccc1NC(=O)c1ccco1)NCCC1=CCCCC1
i	-1.3	Cn1c2ccccc2c2ncn(CCN3CCOCC3)c(=O)c21

Full records, quoted from the list:
`CC1CCN(S(=O)(=O)c2ccc(S(=O)(=O)N3CCCC3)cc2)CC1` as listed: KCNQ2 block = i; Kir21 inh = 0.37
`CCOC(=O)N1CCN(c2c(NCCCN(C)c3ccccc3)c(=O)c2=O)CC1` as listed: KCNQ2 block = i; Kir21 inh = 0.01

(continued)
KCNQ2 block	Kir21 inh	SMILES
i	-0.14	CCOc1ccc(CCNC(=O)CCS(=O)(=O)c2ccc(Cl)cc2)cc1OCC
i	-0.84	Cc1ccc(-c2nn(C)c(=O)c3ccccc23)cc1S(=O)(=O)N1CCCC1
i	0.7	Cc1cccc(N2CCN(C(=O)CCn3c(=O)[nH]c4ccccc4c3=O)CC2)c1C
i	-2.2	Cc1cccc(N(C)S(=O)(=O)c2c[nH]c3ccc([N+](=O)[O-])cc23)c1
i	-0.49	COc1cc(OC)cc(-c2nnc(NC(=O)c3ccc4c(c3)OCCO4)o2)c1
i	2.3	COc1cc(/C=N/NC(=O)c2cn(-c3cccc(C)n3)cn2)ccc1O
i	1.6	CN(CCCNC(=O)C1CCC(=O)N1Cc1ccccc1Cl)c1ccccc1 (stereo unspecified)
i	-0.4	CN1C(=O)NC2(O)C(=O)c3ccccc3C12O (stereo unspecified)
i	-4.5	O=C1c2cccnc2C(Nc2cccc(F)c2)N1Cc1ccco1 (stereo unspecified)
i	0.38	CCN(CC)S(=O)(=O)c1cc(C(=O)NC2CCCCC2)ccc1C

KCNQ2 block	Kir21 inh	SMILES
i	0.01	Cc1ccc(NC(=O)CCc2nnc3ccc(N4CCC5(CC4)OCCO5)nn23)cc1F
i	-0.58	CCCCn1c(N)c(N(CC)C(=O)C2=COCCO2)c(=O)[nH]c1=O
i	0.05	O=C(NCC(c1ccco1)N1CCc2ccccc2C1)c1ccccc1Cl (stereo unspecified)
i	-1	CCCC(=O)Nc1cccn(Cc2ccccc2Br)c1=O
i	0.45	CN(C)c1ccc(N2C(=NC(=O)CCC3CCCC3)SC3CS(=O)(=O)CC32)cc1 (stereo unspecified)
i	0.12	COc1cccc(/C=N/NC(=O)CSc2nnc(C)n2-c2ccccc2)c1OC
i	0.02	CCCC(=O)n1nc(-c2ccco2)nc1SCc1ccccc1
i	-0.91	OCc1nnn(-c2ccccc2)c1CO
i	0.67	CC(C)(C)NC(=O)C(c1ccc(F)cc1)N(CC1CCCO1)C(=O)c1csnn1 (stereo unspecified)
i	-0.01	O=C(NNC(=O)C(c1ccccc1)c1ccccc1)c1ccccn1

KCNQ2 block	Kir21 inh	SMILES
i	0.11	CC(=O)N1N=C(c2cccc(O)c2)CC1c1cccs1 (stereo unspecified)
i	-0.01	CCNC(=O)c1ccc(C23CC4CC(CC(C4)C2)C3)o1
i	1.3	Cc1ccc(S(=O)(=O)c2nc(S(C)(=O)=O)sc2N(C)C)cc1
i	-0.71	Cc1nnc(SCC(=O)Nc2cc(-c3cc(C)c(C)cc3C)nn2-c2ccccc2)s1
i	0.91	CCN1C(=O)C2C(C1=O)N1C(c3ccccc3)C3C(=O)N(CC)C(=O)C3N1C2c1ccccc1 (stereo unspecified)
i	-0.81	Cc1ccc2nc(SCC(=O)Nc3cccc4ccccc34)nc(=O)n2c1
i	0.01	CCOc1ccc2nc(SC(C)C(N)=O)[nH]c2c1 (stereo unspecified)
i	0.39	C=CCn1c(=NC(=O)c2cccc(N3C(=O)CCC3=O)c2)sc2cccc(OC)c21
i	-1.9	Cc1ccc(CN2CCN(Cc3cccc(OCCO)c3)CC2CCO)o1 (stereo unspecified)
i	0.65	CN1CCN(C(=O)c2ccc3nc(-c4ccccc4)c(-c4ccccc4)nc3c2)CC1

KCNQ2 block	Kir21 inh	SMILES
i	-0.52	CCC1Oc2ccc(C)cc2N(CC(=O)N(Cc2ccc3c(c2)OCO3)CC2CCCO2)C1=O (stereo unspecified)
i	0.52	CCN(CC)CC(=O)N(CC(=O)Nc1c(C)cc(C)cc1C)C1CCCCC1
i	-0.01	Cn1c(C(=O)N2CCN(c3ccc(Cl)cc3)CC2)cc2c(=O)[nH]c3ccccc3c21
i	-0.16	Cc1cc(NC(=O)CCC(=O)N(Cc2cccnc2)C(C(=O)NC(C)(C)C)c2ccccc2Cl)no1 (stereo unspecified)
i	0.36	C[C@@H]1CC=C[C@H]2[C@H]1C(=O)N(Cc1ccccc1)[C@H]2c1ccc(Br)cc1F
i	-1.5	CCN(CC)CCNC(=O)Cn1nc(Cc2ccncc2)c2ccccc2c1=O
i	-0.29	O=C(Cn1nc(-c2ccccc2)ccc1=O)NCc1ccc2c(c1)OCO2
i	0.52	O=C(Nc1ccccc1N1CCOCC1)c1cc(F)cc(F)c1
i	-0.35	NC(=O)c1cc(S(=O)(=O)NCCc2ccccc2)cs1
i	0.79	COc1ccccc1/C=C\C=N\n1c(-c2ccc(Cl)cc2Cl)n[nH]c1=S

KCNQ2 block	Kir21 inh	SMILES
i	-0.45	Cc1ccc2cc(CN(Cc3ccco3)C(=O)c3ccccc3)c(=O)[nH]c2c1C
i	-0.05	Cc1ccc(CC(=O)NCCCc2ccccc2)cc1
i	0.02	CCCCn1cnc2cc(NCc3cccc(OC)c3O)ccc21
i	0.01	O=C(Nc1cccc2[nH]ncc12)c1ccc(F)cc1
i	-0.42	CCc1ccc(NS(=O)(=O)c2cccs2)cc1
i	0.28	Cc1ccc(OCc2ccc(C(=O)Nc3ccc(C(N)=O)cc3)o2)c([N+](=O)[O-])c1

Compounds were not picked by outcome. About 1.8% of those tested had a hit in this group.
